# Screening results as filed in PubChem BioAssay.
# ROS inducer = cancer cell ROS induction; U2OS ROS induction, H2DCF-DA fluorescence; ROS induction (% of piperlongumine), % at 10 µM; 2% of 46,000 active; AID 624156; in the data active = ROS induction above about 79%, passing the limit was not always enough; inconclusive = no clear call, values can overlap the other calls;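 note: 0% = DMSO vehicle median and 100% = reference compound median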
# Active calls of the source: *; ? = inconclusive.
Molecule,ROS inducer
C[C@@H]1CN([C@@H](C)CO)C(=O)c2cccc(NS(=O)(=O)c3ccc(F)cc3)c2O[C@@H]1CN(C)Cc1ccc(C(=O)Nc2ccccc2N)cc1,5
C[C@H]1CN([C@@H](C)CO)C(=O)Cc2cc(NS(=O)(=O)c3ccccc3)ccc2O[C@H]1CN(C)C(=O)Nc1ccccc1,-8
C[C@@H]1CN([C@@H](C)CO)C(=O)c2cccc(NS(=O)(=O)c3cccs3)c2O[C@H]1CN(C)Cc1ccc(C(=O)O)cc1,7
COc1cc([N+](=O)[O-])ccc1NC(=O)CN(C)S(=O)(=O)c1ccc(C)cc1,4
CC(=O)n1c(C)c(-c2ccccc2)c2cc(Cl)ccc21,-4
CC(C)(C)C(=O)CSc1ncnc2sc3c(c12)CCCC3,30
Nc1ccc(S(=O)(=O)Nc2ccc(Cl)nn2)cc1,-8
C[C@@H]1CN([C@H](C)CO)C(=O)c2cc(NC(=O)Nc3ccc(F)cc3)ccc2O[C@H]1CN(C)C,-9
C[C@@H]1CN([C@H](C)CO)C(=O)CCCn2nncc2CO[C@H]1CN(C)C(=O)Nc1ccccc1C(F)(F)F,10
C[C@@H]1CN([C@H](C)CO)C(=O)c2cc(NC(=O)NC3CCCCC3)ccc2O[C@H]1CN(C)S(=O)(=O)c1ccc(F)cc1,1
O=C(CCCN1C(=O)c2ccccc2C1=O)Nc1cc(Cl)cc(Cl)c1,-9
C[C@@H]1CN([C@@H](C)CO)C(=O)CCCn2cc(nn2)CO[C@@H]1CN(C)C(=O)Nc1ccc(C(C)(C)C)cc1,4
C[C@@H]1CN([C@@H](C)CO)C(=O)Cc2cc(NC(=O)Nc3ccccc3)ccc2O[C@@H]1CN(C)S(=O)(=O)c1ccc(Cl)cc1,8
C[C@H](CO)N1C[C@H](C)[C@@H](CN(C)Cc2ccc(Oc3ccccc3)cc2)Oc2ccc(NS(=O)(=O)c3cn(C)cn3)cc2C1=O,12
Cc1cc(Oc2ccnc3cc(Cl)ccc23)ccc1Cl,44
C[C@@H]1CN([C@@H](C)CO)C(=O)c2cccc(NC(=O)C3CC3)c2O[C@H]1CN(C)CC1CC1,9
COc1ccc(S(=O)(=O)Nc2ccc3c(c2)C(=O)N([C@@H](C)CO)C[C@@H](C)[C@H](CN(C)S(=O)(=O)c2ccc(F)cc2)O3)cc1,2
C[C@H]1CN([C@@H](C)CO)C(=O)Cc2cc(NS(=O)(=O)c3ccc(F)cc3)ccc2O[C@H]1CN(C)C(=O)Nc1cccc2ccccc12,22
CC(=O)O[C@@H]1c2c(ccc3ccc(=O)oc23)OC(C)(C)[C@@H]1OC(=O)CC(C)C,4
C[C@H](CO)N1C[C@H](C)[C@@H](CN(C)Cc2ccc3c(c2)OCO3)Oc2c(NC(=O)Nc3ccc(C(F)(F)F)cc3)cccc2C1=O,6
C[C@H](CO)N1C[C@H](C)[C@H](CN(C)Cc2ccncc2)Oc2ccc(NC(=O)Cc3ccccc3)cc2C1=O,-12
Cc1ccc(S(=O)(=O)Nc2ccc3c(c2)C(=O)N([C@@H](C)CO)C[C@@H](C)[C@@H](CN(C)S(=O)(=O)c2ccc(Cl)cc2)O3)cc1,17
COc1ccc(OC)c2c(N3CCOCC3)cc(C(F)(F)F)nc12,-17
CCc1nnc(SC(CC)C(=O)N2CCCCCC2)c2cc3sccc3n12 (stereo unspecified),1
C[C@@H]1CN([C@@H](C)CO)C(=O)Cc2cc(NS(C)(=O)=O)ccc2O[C@@H]1CN(C)S(=O)(=O)c1cn(C)cn1,-1
C[C@@H]1CN([C@@H](C)CO)C(=O)c2cc(NC(=O)NC3CCCCC3)ccc2O[C@@H]1CN(C)S(=O)(=O)c1ccc(F)cc1,-2
OCCCn1c(-c2ccccc2)csc1=Nc1ccccc1,1
Cc1noc(C)c1NC(=O)N(C)C[C@H]1Oc2ccc(NS(=O)(=O)c3ccccc3)cc2CC(=O)N([C@H](C)CO)C[C@H]1C,6
C[C@H]1CN([C@@H](C)CO)C(=O)c2cc(NS(=O)(=O)c3cccs3)ccc2O[C@@H]1CN(C)Cc1ccccc1,3
CC1=Nc2ccc(Br)cc2C(c2ccccc2)N1CC(=O)NN (stereo unspecified),10

# Given as labelled records: part of the list above
OCCCn1c(-c2ccccc2)csc1=Nc1ccccc1
  ROS inducer: 1
Cc1noc(C)c1NC(=O)N(C)C[C@H]1Oc2ccc(NS(=O)(=O)c3ccccc3)cc2CC(=O)N([C@H](C)CO)C[C@H]1C
  ROS inducer: 6
C[C@H]1CN([C@@H](C)CO)C(=O)c2cc(NS(=O)(=O)c3cccs3)ccc2O[C@@H]1CN(C)Cc1ccccc1
  ROS inducer: 3
CC1=Nc2ccc(Br)cc2C(c2ccccc2)N1CC(=O)NN (stereo unspecified)
  ROS inducer: 10

# Returning to the listing; the 6 compounds before the break are reprinted first.
Molecule,ROS inducer
C[C@@H]1CN([C@@H](C)CO)C(=O)Cc2cc(NS(C)(=O)=O)ccc2O[C@@H]1CN(C)S(=O)(=O)c1cn(C)cn1,-1
C[C@@H]1CN([C@@H](C)CO)C(=O)c2cc(NC(=O)NC3CCCCC3)ccc2O[C@@H]1CN(C)S(=O)(=O)c1ccc(F)cc1,-2
OCCCn1c(-c2ccccc2)csc1=Nc1ccccc1,1
Cc1noc(C)c1NC(=O)N(C)C[C@H]1Oc2ccc(NS(=O)(=O)c3ccccc3)cc2CC(=O)N([C@H](C)CO)C[C@H]1C,6
C[C@H]1CN([C@@H](C)CO)C(=O)c2cc(NS(=O)(=O)c3cccs3)ccc2O[C@@H]1CN(C)Cc1ccccc1,3
CC1=Nc2ccc(Br)cc2C(c2ccccc2)N1CC(=O)NN (stereo unspecified),10
O=C(CCCCCC(=O)Nc1ccccc1O)N/N=C/c1ccc2c(c1)CCO2,27
CCNS(=O)(=O)c1cc(-c2nn(C)c(=O)c3ccccc23)ccc1C,8
CC(C(=O)NC1CCCC1)n1sc2ccccc2c1=O (stereo unspecified),-5
O=C(CSc1nc2ccc(NC(=O)c3ccccc3)cc2s1)Nc1cccc([N+](=O)[O-])c1,6
Cc1ccc(S(=O)(=O)Nc2ccc3c(c2)C(=O)N([C@H](C)CO)C[C@H](C)[C@H](CN(C)S(=O)(=O)c2cccs2)OCCCC[C@@H](C)O3)cc1,36
CCc1ccc(NC(=O)CSc2nc3ccccc3c(=O)n2CCc2ccccc2)cc1,-3
C=CCNC(=O)[C@H]1[C@@H]2C(=O)O[C@@H](c3ccccc3)[C@@H](c3ccccc3)N2[C@@H](c2ccc(O)cc2)[C@]12C(=O)Nc1ccc(C#Cc3ccc(OC)cc3)cc12,11
COc1ccc(NC(=O)Nc2ccc3c(c2)C(=O)N([C@@H](C)CO)C[C@@H](C)[C@@H](CN(C)Cc2ccncc2)O3)cc1,-14
CC(=O)c1cccc(NC(=O)CSc2nc(N3CCCCC3)nc(N3CCCCC3)n2)c1,20
C=CCn1c(SCC(=O)O)nnc1-c1ccncc1,-4
COc1ccc(-c2cnc3c(c2)C(=O)N([C@H](C)CO)C[C@H](C)[C@H](CN(C)S(C)(=O)=O)O3)cc1,-1
FC(F)(F)c1cccc(-c2nc3ccccn3n2)c1,14
CNC[C@@H]1Oc2ccc(NS(=O)(=O)c3ccc(Cl)cc3)cc2CC(=O)N([C@H](C)CO)C[C@H]1C,9
C[C@@H]1CN([C@H](C)CO)C(=O)c2cc(NC(=O)CCN3CCOCC3)ccc2O[C@@H]1CN(C)Cc1ccc(Oc2ccccc2)cc1,-4
C[C@H]1CN([C@@H](C)CO)C(=O)c2cccc(NC(=O)Nc3ccc(F)cc3)c2O[C@H]1CN(C)CC1CCCCC1,-6
COc1ccc(S(=O)(=O)N(C)C[C@@H]2Oc3ccc(NC(=O)c4ccncc4)cc3C(=O)N([C@H](C)CO)C[C@@H]2C)cc1,-6
CC(C)NC(=O)Nc1cccc2c1O[C@H](CN(C)Cc1ccncc1)[C@@H](C)CN([C@H](C)CO)C2=O,3
CN1CCN(c2ccccc2NC(=O)COc2ccc([N+](=O)[O-])cc2)CC1,?
CC(=O)OCC(=O)[C@@]1(O)CCC2C3CC[C@@H]4C[C@H](OC(C)=O)CC[C@]4(C)C3C(=O)C[C@@]21C (stereo partly specified),-10
CCOC(=O)c1sc(Sc2ccc(C(F)(F)F)cn2)c2c1CC(C)(C)CC2=O,1
COc1ccccc1C(=O)Nc1ccc(S(=O)(=O)Nc2nc(C)cc(C)n2)cc1,-2
C[C@H]1CN([C@@H](C)CO)C(=O)c2cccc(NC(=O)C3CCCCC3)c2O[C@@H]1CN(C)S(=O)(=O)c1ccc(F)cc1,-6
O=C(Nc1ccccc1)Nc1nnc(C(F)(F)F)s1,7
O=C(NC1CCCCNC1=O)c1cccnc1Oc1ccc(Cl)cc1 (stereo unspecified),-6
CC(C)NC(=O)N(C)C[C@@H]1Oc2ccc(NS(=O)(=O)c3ccc(Cl)cc3)cc2C(=O)N([C@@H](C)CO)C[C@H]1C,-1
C[C@@H]1CN([C@H](C)CO)C(=O)c2cccc(NS(=O)(=O)c3cccs3)c2O[C@H]1CN(C)Cc1ccc(Cl)c(Cl)c1,-6
C=CCNC(=O)c1cc2c(=O)n3cccc(C)c3nc2n(CC2CCCO2)c1=N (stereo unspecified),90*
C[C@H](CO)N1C[C@H](C)[C@@H](CN(C)Cc2ccc(-c3ccccc3)cc2)Oc2ccc(NC(=O)Nc3ccc(F)cc3)cc2C1=O,60
COc1c2c(nc3ccccc13)OC(C(C)(O)CO)C2 (stereo unspecified),3
C[C@@H]1CN([C@H](C)CO)C(=O)c2cc(NC(=O)NC3CCCCC3)ccc2O[C@@H]1CN(C)C,-14
C[C@@H]1CN([C@@H](C)CO)C(=O)c2cccc(NC(=O)Nc3cccc4ccccc34)c2O[C@H]1CN(C)S(C)(=O)=O,5
C[C@@H]1CN([C@H](C)CO)C(=O)c2cc(N(C)C)ccc2O[C@H]1CN(C)S(=O)(=O)c1cn(C)cn1,-7
C[C@@H]1CN([C@@H](C)CO)C(=O)c2cc(NC(=O)C3CC3)ccc2O[C@@H]1CN(C)Cc1ccc(Cl)c(Cl)c1,4
Cc1nc2c(cnn2-c2ccccc2)c(=O)n1NC(=O)Nc1ccc(Cl)c(Cl)c1,25
COc1ccc(Cl)c(OC)c1C(=O)NC(=O)Nc1c(C)cccc1C,1
C[C@H](CO)N1C[C@H](C)[C@H](CN(C)Cc2ccc3c(c2)OCCN3C)OCc2cnnn2CCCC1=O,17
CCCNC(=O)c1ccc(-n2c(=S)[nH]c3ccccc3c2=O)cc1,4
C[C@@H]1CN([C@@H](C)CO)C(=O)CCCn2nncc2CO[C@@H]1CN(C)CC1CC1,0
C[C@@H]1CCCCO[C@H](CN(C)C(=O)CCC(F)(F)F)[C@@H](C)CN([C@H](C)CO)C(=O)c2cc(NS(=O)(=O)c3cn(C)cn3)ccc2O1,2
C=C(C(=O)O)[C@H]1C=C2[C@@H](C)[C@@H](O)[C@H](O)C[C@]2(C)CC1,-2
Cc1noc(C)c1NC(=O)Nc1ccc2c(c1)CC(=O)N([C@H](C)CO)C[C@@H](C)[C@H](CN(C)CC1CCCCC1)O2,-7
COc1ccc(S(=O)(=O)Nc2cccc3c2O[C@@H](CN(C)Cc2ccc4c(c2)OCO4)[C@@H](C)CN([C@H](C)CO)C3=O)cc1,2
CC(=O)c1ccc(NC(=O)CCn2cnc3ccccc3c2=O)cc1,60
C[C@@H]1CN([C@H](C)CO)C(=O)CCCn2nncc2CO[C@@H]1CN(C)Cc1ccncc1,-5
CC(C)NC(=O)N(C)C[C@@H]1Oc2ccc(N(C)C)cc2C(=O)N([C@H](C)CO)C[C@H]1C,-12
C[C@@H]1CN([C@@H](C)CO)C(=O)c2cccc(NC(=O)c3ccncc3)c2O[C@@H]1CN(C)Cc1ccccc1,3
C[C@H]1CN([C@@H](C)CO)C(=O)Cc2cc(NC(=O)Cc3ccccc3)ccc2O[C@H]1CN(C)CC1CCCCC1,2
COC(=O)C(Cc1c[nH]c2ccccc12)NS(=O)(=O)c1ccc(CNC(=O)c2ccccc2)s1 (stereo unspecified),19
Cc1ccc(S(=O)(=O)Nc2ccc3c(c2)C(=O)N([C@H](C)CO)C[C@H](C)[C@H](CN(C)Cc2ccc(C(=O)Nc4ccccc4N)cc2)OCCCC[C@@H](C)O3)cc1,40
COc1ccc(-c2nnc3c4ccccc4c(C)nn23)cc1S(=O)(=O)N1CCCCC1,23

# (list continues)
Molecule,ROS inducer
C[C@@H]1CN([C@@H](C)CO)C(=O)c2cccc(NC(=O)C3CCCCC3)c2O[C@@H]1CN(C)Cc1ccc(C(=O)O)cc1,-7
COc1ccc(S(=O)(=O)N(C)C[C@@H]2OCCCC[C@@H](C)Oc3ccc(NS(=O)(=O)c4ccc(Cl)cc4)cc3C(=O)N([C@H](C)CO)C[C@@H]2C)cc1,?
C[C@H](CO)N1C[C@H](C)[C@@H](CN(C)C(=O)Nc2cccc3ccccc23)Oc2ccc(NS(=O)(=O)c3cccs3)cc2C1=O,-11
C[C@@H]1CCCCO[C@@H](CN(C)S(=O)(=O)c2ccccc2)[C@@H](C)CN([C@H](C)CO)C(=O)c2cc(NS(=O)(=O)c3ccc(F)cc3)ccc2O1,206*
CNC[C@@H]1Oc2c(NC(=O)c3cnccn3)cccc2C(=O)N([C@@H](C)CO)C[C@H]1C,-13
Cc1ccc(S(=O)(=O)N(C)C[C@H]2Oc3ccc(NC(=O)Nc4ccccc4)cc3C(=O)N([C@H](C)CO)C[C@H]2C)cc1,18
CC(C)Cc1nc(SCC(=O)Nc2ccc3ccccc3c2)n[nH]1,2
Cc1noc(C)c1NC(=O)Nc1ccc2c(c1)C(=O)N([C@H](C)CO)C[C@H](C)[C@@H](CN(C)Cc1ccc(C(=O)Nc3ccccc3N)cc1)O2,1
Cc1ccc(OCCCn2c(CO)nc3ccccc32)cc1,-11

# These rows are one share of the data; count on the stated rates, not on these rows.
